E-selectin induc: E-selectin induction on HUVECs; 0.37% of 260,000 active; activation, % at 7.58 µM; P16581; HUVEC E-selectin immunofluorescence imaging; normalized: neutral wells 0, TNF-alpha wells 100; AID 686992;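 active means mean E-selectin-positive cell signal at least 10% of the positive control, reached in at least 60% of replicates, without over 20% cell loss; inconclusive means no rule given, readout overlaps actives, possibly toxicity-flagged; inactive means the rest, including those meeting only one limit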;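 further: in these data hits start at about 27%; measured in HUVEC primary endothelial cells; signal is the percent of cells scored E-selectin positive by PE staining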
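Test system: HUVEC | Signal: Immunofluorescence imaging | Read-out: Percent E-selectin-positive cells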
CASP6 VEID inh: caspase-6 (human) enzyme inhibition; 0.53% of 350,000 active; inhibition, % at 12.5 µM; purified caspase-6, Z-VEID-R110 cleavage fluorescence; P55212;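 active means mean inhibition across replicates at least about 35%, with every replicate also reaching that limit, limit read from the data; inconclusive means only one of the two criteria met; inactive means neither criterion met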;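 further: 0% = median of neutral control wells and 100% = no fluorescence left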
ERp5 block: blocks human ERp5 reductase activity on insulin. Q15084. ERp5 insulin aggregation, absorbance 650 nm, 90 min. inhibition, % at 9.99 µM. 0.05% of 350,000 active. AID 651711;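 active means mean replicate inhibition above about 25%, with every replicate also reaching it, limit read from the data, passing the limit was not always enough; inconclusive means only one of those two criteria met; inactive means neither criterion met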
Target sequence (Q15084 whole entry, looked up): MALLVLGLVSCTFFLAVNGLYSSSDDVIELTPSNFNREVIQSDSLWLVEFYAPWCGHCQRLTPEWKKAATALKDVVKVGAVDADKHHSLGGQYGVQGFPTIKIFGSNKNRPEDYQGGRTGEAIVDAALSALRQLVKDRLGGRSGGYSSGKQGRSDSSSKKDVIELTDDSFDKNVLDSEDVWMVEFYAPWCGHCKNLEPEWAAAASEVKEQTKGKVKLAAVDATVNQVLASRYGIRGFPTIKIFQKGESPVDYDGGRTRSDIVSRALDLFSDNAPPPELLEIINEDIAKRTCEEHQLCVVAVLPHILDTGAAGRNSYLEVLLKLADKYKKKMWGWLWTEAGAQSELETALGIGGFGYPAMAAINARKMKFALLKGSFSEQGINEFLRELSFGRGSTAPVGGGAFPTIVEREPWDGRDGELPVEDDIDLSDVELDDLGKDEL
esBAF inh: inhibitors of esBAF chromatin remodeling in mouse ES cells; Bmi1-luciferase knock-in reporter, 24 h; 100% = twice the neutral-well signal; reporter increase, % at 12.5 µM; 2% of 350,000 active; in the data active means activation above about 40%; inconclusive means no clear call, values can overlap the other calls;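 further: 0% = median of the plate's neutral control wells and 100% = double that signal; a rise in the Bmi1 reporter signal indicates esBAF inhibition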
RAD52 inh: RAD52 (human) annealing inhibition | P43351 | recombinant RAD52 DNA annealing, FRET fluorescence | inhibition, % at 18.7 µM | 0.46% of 360,000 active | AID 651710;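 active means every replicate showing at least 50% inhibition; inconclusive means mean inhibition at least 50% but not in every replicate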
Target sequence (P43351 whole entry, looked up): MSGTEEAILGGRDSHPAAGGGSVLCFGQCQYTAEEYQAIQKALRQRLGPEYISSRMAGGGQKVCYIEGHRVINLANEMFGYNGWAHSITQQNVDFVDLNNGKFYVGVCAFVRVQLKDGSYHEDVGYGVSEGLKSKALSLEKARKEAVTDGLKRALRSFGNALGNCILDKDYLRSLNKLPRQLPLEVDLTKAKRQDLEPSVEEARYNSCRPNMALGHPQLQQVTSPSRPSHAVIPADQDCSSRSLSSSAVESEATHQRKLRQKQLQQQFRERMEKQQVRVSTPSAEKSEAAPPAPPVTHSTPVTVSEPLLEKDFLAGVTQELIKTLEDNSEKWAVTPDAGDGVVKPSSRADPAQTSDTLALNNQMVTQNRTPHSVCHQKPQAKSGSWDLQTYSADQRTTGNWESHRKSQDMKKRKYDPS
PglD inh: blocks C. jejuni PglD acetyltransferase activity | 0.098% of 360,000 active | AID 602405 | inhibition, % at 12.5 µM | purified PglD enzyme, DTNB colorimetric CoA detection; in the data active means inhibition above about 16%, passing the limit was not always enough; inconclusive means no clear call, values can overlap the other calls; further: strong numbers were not always called active
RAD54 branch: blocks human RAD54 Holliday junction branch migration; FAM/BHQ fluorescence; inhibition, % at 10.4 µM; 0.14% of 360,000 active; AID 602329;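 active means mean normalized replicate activity at least 40 and at least half of replicates scoring 40 or more; inconclusive means only one of the two criteria met; inactive means mean below 40 and under half of replicates reaching 40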;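 further: 0% = median of neutral control wells and 100% = median of positive control wells; inhibitors cause a drop in the FAM fluorescence signal; in these data hits start at about 50%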
ARNT TACC3 PPI: disruptors of human ARNT/TACC3 interaction. 0.66% of 390,000 active. AlphaScreen His-ARNT PAS-B/GST-TACC3 binding, luminescence; TACC3 fragment carries E629A point mutation. Q9Y6A5. inhibition, % at 9.99 µM. AID 623870;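 active means mean inhibition of replicates at least 50% and at least half of replicates each reaching 50%; inconclusive means half or more replicates reach 50% but mean below 50%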;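 further: 0% = complete ARNT plus TACC3 wells and 100% = ARNT alone without TACC3; many hits fall short of the cut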
The depositor's hits bear a star; ? = inconclusive; · = no result given.

molecule	E-selectin induc	CASP6 VEID inh	ERp5 block	esBAF inh	RAD52 inh	PglD inh	RAD54 branch	ARNT TACC3 PPI
C[C@@H]1CCCCO[C@H](CN(C)Cc2ccc(Cl)c(Cl)c2)[C@H](C)CN([C@@H](C)CO)C(=O)c2cc(NS(=O)(=O)c3ccc(Cl)cc3)ccc2O1	·	2	0	-1	0	-2	7	5
CC(c1ccco1)N(C(=O)c1ccccc1NS(=O)(=O)c1cc([N+](=O)[O-])ccc1Cl)c1ccccn1 (centres undefined)	-0.2	-2	3	·	-20	·	·	8
COc1cc(OC)c(NC(=S)NCc2ccc(F)cc2)cc1Cl	1.6	-1	-2	·	-4	-2	-7	-2
O=C(NC(=S)N1CCN(c2ccc([N+](=O)[O-])cc2)CC1)c1ccccc1F	2.1	1	1	·	-15	·	·	1
CCCCCCN1CC(O)=C(c2nc3ccccc3[nH]2)C1=N	·	0	0	16	10	3	-7	2
CC(C)OCCCn1c(NN)nc2ccccc2c1=O	-0.4	-1	0	·	-6	·	·	-11
COCC(=O)Nc1ccc2c(c1)C(=O)N(C)[C@@H]1CC[C@@H](CC(=O)OC)O[C@H]1CO2	-0.1	·	·	2	·	2	-2	0
CCCc1cc(=O)oc2c3c(cc(OCC(=O)N4CCC(C(=O)O)CC4)c12)OC(C)(C)CC3	·	6	7	1	-9	-2	-14	·
CN(C)CC(=O)N1CCCCN2[C@@H](CO)[C@@H](c3ccc(-c4cccc(C(=O)N(C)C)c4)cc3)[C@@H]2C1	0.2	-2	9	7	-2	0	2	1
Cc1cccc(Sc2nc(-c3ccccc3)ncc2C(=O)O)c1	-0.4	-1	5	-2	-9	-4	9	·
C=CCn1c(C)cc(C(=O)CSc2nnc3n(CCC)c(=O)c4ccccc4n23)c1C	2.5	2	3	7	-21	-5	-3	-2
O=C(CCN1CCCCC1)N[C@H]1CC[C@H](CCn2cc(-c3ccccc3)nn2)O[C@@H]1CO	-0.2	-1	-2	-2	3	-2	-11	11
Cn1c(-c2ccc(F)cc2)cnc1SCC(=O)NCc1ccco1	·	·	·	-3	·	0	-8	3
C[C@@H]1CCCCO[C@H](CN(C)S(C)(=O)=O)[C@@H](C)CN([C@@H](C)CO)C(=O)c2cc(NC(=O)c3ccccc3)ccc2O1	-0.1	4	-9	0	-14	1	1	-13
CC(C)C(=O)NC(=S)Nc1ccc(CN2CCOCC2)cc1	·	-1	0	·	-8	·	·	5
COc1ccc(C(=O)N/N=C/C2CC=CCC2)cc1OC (centres undefined)	-3.3	1	4	-8	-28	2	5	1
CC(C)NC(=O)N(C)C[C@H]1OCCCC[C@@H](C)Oc2ccc(NS(=O)(=O)c3cccs3)cc2C(=O)N([C@H](C)CO)C[C@@H]1C	·	6	-2	3	3	2	-7	-8
COC(=O)c1ccc(C(=O)OC)c(NC(=O)COc2ccccc2OC)c1	·	·	·	-3	·	0	1	0
CC1CCCN(C(=O)C2CCCN(S(=O)(=O)c3cccc4nsnc34)C2)C1 (centres undefined)	·	·	·	-3	·	1	-2	-7
CN(CCc1ccccc1)Cc1nc(-c2cnccn2)no1	·	-3	-5	·	-15	·	·	-3
COc1ccccc1CNC(=O)COC(=O)c1ccc([N+](=O)[O-])o1	-0.4	35*	3	-3	-15	5	5	7
COc1ccc(-n2nc3c(N4CCC(C(=O)NCC(C)c5ccccc5)CC4)nnc(C)c3c2C)cc1 (centres undefined)	0.9	-4	3	9	-213	5	-4	-3
CCCCN(C(=O)Oc1ccccc1)C1CCS(=O)(=O)C1 (centres undefined)	1.2	1	-5	·	-5	·	·	-9
Cn1c(=O)n(Cc2ccccc2)c(=O)c2c1nc1n2CCCN1Cc1ccccc1	·	·	·	10	·	0	4	20
O=C(Nc1ccc(Cl)cc1)c1ccsn1	·	·	·	?	·	-4	0	-4
C[C@H](CO)N1C[C@H](C)[C@@H](CN(C)S(=O)(=O)c2ccc(C(F)(F)F)cc2)OCc2ccccc2-c2ccccc2C1=O	3.2	1	1	3	0	-1	-2	-9
O=C(CCN1CCN(c2ccccc2)CC1)N/N=C/c1ccc([N+](=O)[O-])o1	·	·	1	-11	-13	-3	-1	3
O=C(CCNS(=O)(=O)c1ccccc1C(F)(F)F)NCC(c1ccco1)N1CCCCC1 (centres undefined)	-0.2	0	4	·	-4	·	·	-3
Cc1ccsc1/C=C(\C#N)C(=O)NCc1ccco1	·	1	3	·	-56	3	1	-1
COCC#Cc1cnc2c(c1)C(=O)N([C@@H](C)CO)C[C@@H](C)[C@@H](CN(C)C(=O)c1ccc3c(c1)OCO3)O2	-0.2	-3	0	1	3	0	9	-2
O=C(CNC(=S)N(Cc1ccccc1)Cc1cccnc1)NC1CCCC1	2.0	2	-7	·	1	2	-2	30
O=C(CSc1nnc(NC(=O)C2CCCCC2)s1)NCc1ccco1	0.2	-3	9	·	-23	·	·	-4
O=C(Nc1ccc(N2CCN(C(=O)c3ccccc3)CC2)c(Cl)c1)c1ccco1	·	·	·	6	·	-6	2	-2
O=C(COC(=O)c1cccnc1Cl)NC1CCCc2ccccc21 (centres undefined)	·	1	3	-6	-1	1	-1	-9
O=C(c1cccnc1)N1C[C@H]2[C@@H](c3ccccc31)[C@H](CO)N2C(=O)C1CCCC1	-0.2	-1	3	-4	13	-5	-1	-6
O=[N+]([O-])c1cc(-c2nnc(C34CC5CC(CC(C5)C3)C4)o2)cc([N+](=O)[O-])c1	·	·	·	-3	·	2	1	-2
COc1ccc(-c2cn[nH]c2-c2ccc(OCC(=O)NN)cc2O)cc1	0.2	-3	4	-11	-10	9	-3	2
O=C(O)c1cn(CCOc2ccccc2Cl)c2ccccc12	·	-2	-12	·	-9	·	·	-2
O=C(O)c1ccc(/C=N/NC(=S)NCCN2CCOCC2)cc1	-1.6	-1	-10	-7	-14	2	-2	-3
C[C@@H]1CCCCO[C@@H](CN(C)C(=O)CCCN(C)C)[C@H](C)CN([C@H](C)CO)C(=O)c2cc(NC(=O)Nc3ccc(C(F)(F)F)cc3)ccc2O1	-0.1	·	·	-1	·	1	15	3
c1csc(Cc2nn3c(-c4ccncc4)nnc3s2)c1	·	·	·	-11	·	-6	5	3
C[C@H](NC(=O)c1nc[nH]c1C(=O)N1CCN(c2ccccc2)CC1)C(=O)OC(C)(C)C	-0.1	-1	-1	-2	17	0	-4	4
COCC(=O)Nc1ccc2c(c1)C(=O)N(C)C[C@@H](OC)[C@H](C)CN(C(=O)c1ccncc1)[C@@H](C)CO2	0.1	-4	-4	-1	-12	3	4	-11
CCC/C(O)=C1\C(=O)CC(C)(C)CC1=NCCO	·	·	·	-8	·	-6	-13	-2
Oc1ccc(N=Nc2ccc(Br)cc2)c(O)c1	-0.1	4	3	17	-20	-3	-5	3
C[C@H](CO)N1C[C@H](C)[C@@H](CN(C)C(=O)Nc2ccc(C(F)(F)F)cc2)Oc2c(NC(=O)C3CC3)cccc2C1=O	-0.4	·	-1	2	-9	3	2	·
O=C(CSc1nnc(Cc2ccccc2)o1)Nc1cccc(F)c1	-0.5	-1	-2	·	-8	·	-11	-1
COc1ccc2sc(C)cc(=O)c2c1	-0.3	0	-1	·	2	5	-6	·
O=C(CCS(=O)(=O)c1cc2c(cc1Cl)NC(=O)CO2)NCCc1ccccc1	1.7	-1	1	3	-9	-2	0	-6
Cc1ccccc1-c1ccc([C@@H]2[C@H](CO)N3CCCCN(CC4CC4)C[C@@H]23)cc1	-0.4	5	-3	-7	-7	1	4	2
COc1cccc(Nc2nc(-c3sc(NC(=O)c4ccccc4)nc3C)cs2)c1	·	0	-5	52*	-4	-3	-15	-3
COc1ccc(C(=O)NC(=S)Nc2ccc3c(c2)Cc2ccccc2-3)cc1	·	·	·	15	·	1	0	-3
O=C(c1ccc2c(c1)N(Cc1ccccc1F)C(=O)c1ccccc1S2(=O)=O)N1CCCC1	·	·	-6	-2	-10	0	4	-2
COC(=O)C[C@@H]1CC[C@H](NC(=O)Nc2cccc(F)c2)[C@@H](CO)O1	3.3	1	2	·	-18	·	·	·
COc1cc(=O)[nH]c(SCc2c(F)c(F)c(F)c(F)c2F)n1	·	·	·	-7	·	2	0	0
O=C(CCNS(=O)(=O)c1ccc(Br)cc1)NCC(c1cccs1)N1CCOCC1 (centres undefined)	0.5	-1	-4	-12	-13	-2	-3	·
CC=Cc1ccc2n(c1=O)C[C@H]1[C@H](CO)[C@@H](C(=O)N3CCCCC3)[C@@H]2N1C(=O)C1CC1 (mixture of isomers)	-0.2	0	3	8	-5	1	0	-13
F[B-](F)(F)c1cncnc1	0.0	-1	3	·	-3	·	·	·
Cc1cccc(C)c1NC(=O)C(c1ccccc1)n1c(=O)c(-c2ccccc2)nc2ccccc21 (centres undefined)	0.3	1	0	·	-10	·	·	·
CC1(C)C(C(N)=O)C(=O)NC(=O)C1C(N)=O (centres undefined)	·	-1	0	-4	-10	-3	0	·

The list goes on.
molecule	E-selectin induc	CASP6 VEID inh	ERp5 block	esBAF inh	RAD52 inh	PglD inh	RAD54 branch	ARNT TACC3 PPI
CC1CCCC(C)N1C(=O)COC(=O)CNC(=O)c1ccc(Cl)cc1Cl (centres undefined)	0.3	2	-15	-6	-11	·	·	-1
O=C(Nc1ccc(Cl)c(Cl)c1)N1CCSC1c1ccco1 (centres undefined)	·	·	·	-4	·	6	-4	-3
C(=Cc1cccnc1)c1ccncc1	-0.3	3	3	-10	-18	-1	-7	-3
Cc1cccc(NC(=O)CCCCC(=O)Nc2cccc(C)c2)c1	·	-5	3	·	-21	1	0	·
COc1ccccc1CNC(=O)c1ccccc1NS(C)(=O)=O	·	·	·	5	·	4	2	6
CN(c1ccccc1)S(=O)(=O)c1cccc(NC(=O)Cc2n[nH]c(=O)c3ccccc23)c1	·	2	5	19	-21	-1	0	5
Cc1ccccc1OCCCN1C(=O)C(=O)c2cccc(C)c21	0.5	-6	2	21	6	4	-7	·
CCOC(=O)N1CCN(c2cc(NCCC(=O)O)c3c4c(onc24)-c2ccccc2C3=O)CC1	·	·	·	-17	·	-4	-94	58*
CCOC(=O)c1c(NC(=O)c2cccs2)sc2c1CCC2	·	-2	2	1	-4	-1	5	-4
CCN(CCCNC(=O)Cn1ncc2c([nH]c3ccc(C)cc32)c1=O)c1ccccc1	·	·	5	9	-22	-2	-3	20
Cc1ccccc1C(=O)NC(=S)Nc1ccccc1C(F)(F)F	·	·	·	6	·	4	1	-3
O=C(CCc1nnc2ccc(NCc3ccco3)nn12)N1CCN(c2ccccc2F)CC1	·	5	-3	-8	-22	-2	-16	10
C[C@H](CO)N1C[C@H](C)[C@H](CN(C)C(=O)Cc2ccccn2)Oc2cc(C#C[C@@H](C)O)ccc2S1(=O)=O	0.3	-9	0	-6	11	-1	-10	-6
CO[C@@H]1CN(C)C(=O)c2cc(NC(=O)Cc3ccccc3)ccc2OC[C@@H](C)N(C)C[C@@H]1C	-0.3	-9	-5	1	2	2	-7	-3
CCNC(=O)[C@@H]1[C@@H](CO)[C@@H]2Cn3c(ccc(C4=CCCC4)c3=O)[C@H]1N2S(=O)(=O)c1cn(C)cn1	-0.2	0	3	·	-11	·	·	·
Fc1cccc(CO/N=C/c2c(-c3ccccc3)nc3ccc(Cl)cn23)c1	-1.7	·	·	-5	·	-7	0	-8

Compound activity: PubChem, Broad Institute
